Bioassay records: PubChem BioAssay, several laboratories
OX1R antag-1 – antagonists of human orexin 1 receptor (OX1R); inhibition, % at 6.6 µM; O43613; AID 485270; 1.8% of 330,000 active; OX1R-expressing cells, FRET antagonist read-out; in the data active means inhibition mostly above about 38%, no sharp cut-off; inactive means mostly below about 40%;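 further: 0% = agonist challenge alone and 100% = reference antagonist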
Target sequence (O43613 whole entry, looked up): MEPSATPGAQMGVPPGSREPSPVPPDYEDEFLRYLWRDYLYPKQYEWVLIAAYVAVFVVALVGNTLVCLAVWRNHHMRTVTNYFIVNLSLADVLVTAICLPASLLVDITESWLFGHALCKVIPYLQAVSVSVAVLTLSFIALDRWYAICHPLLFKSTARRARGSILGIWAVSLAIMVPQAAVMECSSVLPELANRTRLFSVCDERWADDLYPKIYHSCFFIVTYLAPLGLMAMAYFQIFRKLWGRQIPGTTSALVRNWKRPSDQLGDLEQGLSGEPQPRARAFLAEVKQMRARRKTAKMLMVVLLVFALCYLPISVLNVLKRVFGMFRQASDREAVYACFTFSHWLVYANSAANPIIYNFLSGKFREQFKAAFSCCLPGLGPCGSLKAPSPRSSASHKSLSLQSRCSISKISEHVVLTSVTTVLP
STK33 inh – blocks human STK33 kinase activity; 0.073% of 320,000 active; inhibition, % at 10 µM; Q9BYT3; purified STK33, MBP phosphorylation, ADP-Glo luminescence;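 active means inhibition at or above 25%, using the most active replicate where run in duplicate; inactive means inhibition below 25%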
Target sequence (Q9BYT3 whole entry, looked up): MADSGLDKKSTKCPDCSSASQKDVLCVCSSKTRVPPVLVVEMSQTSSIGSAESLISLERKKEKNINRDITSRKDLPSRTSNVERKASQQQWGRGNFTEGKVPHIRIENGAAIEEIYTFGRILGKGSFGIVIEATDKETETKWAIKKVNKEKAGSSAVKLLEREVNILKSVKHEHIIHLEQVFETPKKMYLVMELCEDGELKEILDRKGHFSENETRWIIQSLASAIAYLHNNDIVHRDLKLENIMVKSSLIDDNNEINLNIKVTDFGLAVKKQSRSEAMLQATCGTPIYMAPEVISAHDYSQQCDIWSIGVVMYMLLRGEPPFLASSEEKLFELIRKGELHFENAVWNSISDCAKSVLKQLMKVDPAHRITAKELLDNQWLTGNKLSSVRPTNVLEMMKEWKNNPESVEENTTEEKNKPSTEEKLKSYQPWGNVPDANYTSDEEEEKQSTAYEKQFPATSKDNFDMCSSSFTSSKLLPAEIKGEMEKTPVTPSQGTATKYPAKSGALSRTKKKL
OX1R antag-2 – blocks the human orexin 1 receptor. inhibition, % at 5 µM. AID 434989. 0.43% of 330,000 active. CHO/OX1R cells, Fluo-8 calcium fluorescence, orexin A;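 active means inhibition above its plate's threshold, mean inhibition of all tested compounds on the plate plus 3 SD, cut at about 37% in these data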;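 further: 0% = orexin A challenge wells and 100% = SB-334867-A antagonist wells; not every result past the cut was called active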
Starred values were filed as active, the others as inactive; . = not tested or not shown. Hits appear at their usual frequency. About 2.2% of those tested had a hit in this group.

Start of the listing, in advance, 3 compounds:
OX1R antag-1	STK33 inh	OX1R antag-2	smiles
3	0.4	-8	CCN(CC)c1ccc(C(=O)NNC(=O)CNC(=O)c2cccs2)cc1
11	-1.4	7	O=C(CSCc1cccc(Br)c1)N1CCOCC1
30	-1.0	-19	COC(/C=C/Nc1ccc(Cl)cc1)=C(C#N)C#N

Main list, from the first entry:
OX1R antag-1	STK33 inh	OX1R antag-2	smiles
3	0.4	-8	CCN(CC)c1ccc(C(=O)NNC(=O)CNC(=O)c2cccs2)cc1
11	-1.4	7	O=C(CSCc1cccc(Br)c1)N1CCOCC1
30	-1.0	-19	COC(/C=C/Nc1ccc(Cl)cc1)=C(C#N)C#N
20	.	-29	CCCc1nc2ccccc2n1CCc1ccccc1
11	-2.4	-7	O=C(NNC(=O)c1cccnc1SCc1cccc([N+](=O)[O-])c1)c1ccccn1
12	-0.3	2	CNc1cc(NS(=O)(=O)c2ccc(N)cc2)nc(NC)n1
-7	-1.8	2	CC(CN1C(C)CCCC1C)OC(=O)c1ccc(F)cc1 (stereo not drawn)
13	-0.9	-24	CN(CC(=O)N1CCCCCC1)S(=O)(=O)c1cccc2cccnc12
8	-0.7	-22	COc1ccc(CNC(=O)c2cc3ccccc3oc2=O)cc1
24	-4.9	-8	O=C(Cc1ccc([N+](=O)[O-])cc1)Nc1ccon1

Entries from the list above that have nitrogen in an aromatic ring, in the order listed:
OX1R antag-1	STK33 inh	OX1R antag-2	smiles
20	.	-29	CCCc1nc2ccccc2n1CCc1ccccc1
11	-2.4	-7	O=C(NNC(=O)c1cccnc1SCc1cccc([N+](=O)[O-])c1)c1ccccn1
12	-0.3	2	CNc1cc(NS(=O)(=O)c2ccc(N)cc2)nc(NC)n1
13	-0.9	-24	CN(CC(=O)N1CCCCCC1)S(=O)(=O)c1cccc2cccnc12
24	-4.9	-8	O=C(Cc1ccc([N+](=O)[O-])cc1)Nc1ccon1

Carrying on.
OX1R antag-1	STK33 inh	OX1R antag-2	smiles
-3	-1.7	-24	CCOc1ccc(CSC2=NCCN2)cc1Cl
26	1.5	11	COC(=O)c1sccc1-c1ccc(C(N)=O)o1
4	-0.3	-25	CCc1cccc(C)c1N1C(=O)CN(Cc2ccccc2)C1=S
2	-0.1	-15	CCOc1ccc(S(=O)(=O)NCC(=O)N(C)Cc2cccnc2)cc1
23	-2.0	-4	CCN1/C(=C2\C(=O)N(C)C(=S)N2C)C=Cc2cc(OC)ccc21
24	-1.4	-3	COc1ccc(NS(=O)(=O)c2cccc(C(=O)NCC(c3cccs3)N3CCOCC3)c2)cc1 (stereo not drawn)
31	-1.7	-21	CS(=O)(=O)c1ccc(-n2nnc3ccccc32)c([N+](=O)[O-])c1
7	-1.1	-14	O=C(Cc1cccs1)N/N=C/C=C/c1ccco1
27	-0.8	-17	COc1ccc(C(=O)Nc2nc3c(s2)CCCC3)cc1S(=O)(=O)N1CCCc2ccccc21
9	.	-8	CN(CC(=O)Nc1ccc(Cl)cc1)C(=O)CNC(=O)c1ccc(Br)o1
7	-0.6	-39	COc1cc(C(=O)NCCOc2cc(C)cc(C)c2)c(Br)c(OC)c1OC
10	-0.5	-11	Clc1ccc(-c2csc(N3CCc4ccccc4C3)n2)cc1
-3	.	-40	CCOC(=O)C1(Cc2ccccc2)CCN(Cc2cc(=O)c3ccccc3[nH]2)CC1
23	-0.9	-12	O=C1c2ccccc2C(=O)N1CCC(O)C[N+](=O)[O-] (stereo not drawn)
20	0.7	-5	Cc1cc(N2C(=O)C=CC2=O)c([N+](=O)[O-])cc1C
2	-1.0	6	Cc1ccc(C(F)(F)F)cc1NC(N)=S
4	0.4	-3	COc1ccc(C(=O)NC(=S)Nc2ccc(S(=O)(=O)Nc3cc(OC)ncn3)cc2)cc1
16	-1.0	-22	CCOC(=O)C1CCCCN1S(=O)(=O)c1ccc2c(c1)CC(C)N2C(=O)C1CCC1 (stereo not drawn)
5	0.7	-25	O=C(CCN1CCN(c2ccc(F)cc2)CC1)Nc1ccc(F)cc1
15	1.4	-4	COCCN1C(=O)c2ccc(C(=O)O)cc2C1=O
14	0.2	-16	Cc1nc(NC(=O)/C=C/c2ccc(F)cc2)sc1C(=O)N(C)C
1	-1.0	-16	O=S(=O)(c1ccc(SCCOc2ccc(F)cc2)nc1)N1CCCC1
17	-0.1	-5	CCNC(=O)OCC(CC)NC(=O)OCC(C)C (stereo not drawn)
19	2.5	-11	O=C(O)CCn1cc(-c2ccc(Cl)cc2)nc1-c1ccncc1
18	-0.4	-13	CC(=O)c1cccc(N2C(=O)C3C(C(=O)Nc4cc(C)on4)C4(C)C=CC3(O4)C2C(=O)NC(C)(C)C)c1 (stereo not drawn)
8	-0.5	-3	FC(F)(F)c1cccc(-c2nnc3ccc(C(F)(F)F)cn23)c1
23	-0.6	-32	CCOC(=O)c1nn(-c2ccc(F)cc2)c2nc(-c3ccccc3)c(C#N)c(=O)n12
44	-1.1	-8	O=[N+]([O-])c1ccc2nccn2c1
18	-0.8	-1	COC(=O)c1ccccc1NC(=O)c1cccc(NC(=O)CSCc2ccccc2)c1C
19	0.5	-13	CCCCOC(=O)c1cc(=O)[nH]c2ccccc12
8	-1.1	-13	CCOC(=O)/C(C(N)=NCC(C)C)=C(/O)c1ccccc1
14	-0.5	-14	O=C(Nc1cc(C(F)(F)F)ccc1N1CCCC1)c1ccc2c(c1)OCO2
24	0.6	-29	CCCc1nnc2c(N(C)S(=O)(=O)c3ccc(C)cc3)nc3ccccc3n12
46	1.5	-15	O=C(NCCc1ccccc1F)c1ccc2c(c1)OCCO2
19	1.5	5	CC1Cc2cc(S(=O)(=O)NCc3ccccc3)ccc2N1C(=O)C1CC1 (stereo not drawn)
14	-0.6	-15	Cc1c(C(=O)NCc2ccc3c(c2)OCO3)oc2ccc(Br)cc12
4	0.1	-19	CSCCC(NC(=O)c1cccc(C)c1)C(=O)OCC(=O)NC(=O)c1cccn1C (stereo not drawn)
7	-0.1	-8	CCCc1nnc(NC(=O)NCCN2C(=O)C3C4C=CC(C4)C3C2=O)s1 (stereo not drawn)
7	2.4	4	Nc1cccc(C(=O)Nc2ccc3nc(-c4cccnc4)[nH]c3c2)c1
8	0.3	-11	Cc1nn(C)c(C)c1NS(=O)(=O)c1ccc(Cl)cc1

Profiles, quoted from the list.
`O=C(O)CCn1cc(-c2ccc(Cl)cc2)nc1-c1ccncc1` as listed: OX1R antag-1: 19; STK33 inh: 2.5; OX1R antag-2: -11
`CN(CC(=O)Nc1ccc(Cl)cc1)C(=O)CNC(=O)c1ccc(Br)o1` as listed: OX1R antag-1: 9; STK33 inh: .; OX1R antag-2: -8

Next entries follow.
OX1R antag-1	STK33 inh	OX1R antag-2	smiles
26	-1.3	-15	Cc1n[nH]c(=O)c2c(NC(=O)COC(=O)Cc3ccc(Cl)cc3Cl)oc(C)c12
26	-1.3	-22	CC(Sc1nnc2c(n1)[nH]c1ccccc12)C(=O)NC1CCCCC1 (stereo not drawn)
13	-0.2	-19	COc1cccc(NC=C2C(=O)OC3(CCCCC3)OC2=O)c1
26	0.0	-29	Cc1nn(C)cc1CN(C)C(=O)c1nn2c(c1Br)NC(c1cccs1)CC2C(F)(F)F (stereo not drawn)
22	0.5	1	COc1ccc(-c2c(C)n([O-])c3c([n+]2=O)CCCC3)cc1OC
16	-2.2	-2	NC(=O)SCC(=O)Nc1cccc(Cl)c1
-3	0.6	1	N#Cc1nc(-c2ccco2)oc1N1CCN(C(c2ccccc2)c2ccccc2)CC1
7	-0.1	-13	O=c1[nH]n(-c2ccc(Cl)cc2)c2ncccc12
18	0.8	-27	Cc1ccc(CNC(=O)CCCC(=O)c2ccccc2)cc1
15	-1.6	0	COc1ccc(/C=N/NC(=O)CCc2n[nH]c(=O)[nH]c2=O)cc1O
-1	0.5	-10	O=C(CSc1nnc(Nc2ccccc2)s1)NC1CC1
12	-0.2	13	COc1ccccc1C(=O)Nc1nc(N)n(-c2ccccc2)n1
6	-0.9	-27	Cc1ccc(C(=O)N2CCN(c3ccccn3)CC2)cc1Cl
11	0.4	-4	CCCCNC1=C(Br)C(=O)CC(C)(C)C1
8	-1.1	-18	CC(C)(C)n1nnnc1C(c1ccncc1)N(Cc1ccccc1)Cc1ccco1 (stereo not drawn)
14	-0.9	-16	Cc1ccc(S(N)(=O)=O)c(C)c1-n1cnnn1
18	-0.4	-22	COc1ccccc1-n1cc(CN2CCCC(CO)(Cc3cccc(Cl)c3)C2)cn1 (stereo not drawn)
26	-1.5	-8	CCCC(=O)NCCc1nc2cc([N+](=O)[O-])ccc2n1C
6	0.0	-27	CCOC(=O)CCCNC(=O)COC(=O)c1cc(C)cc(C)c1
24	0.5	-29	C=CCSc1nccc(-c2nn(-c3ccc(C)cc3)ccc2=O)n1
42*	0.4	-5	CC1CCN(C(=O)COC(=O)c2cc3ccccc3oc2=O)CC1
14	-0.3	-14	CN(C)C(CNC(=O)c1cccc(C(F)(F)F)c1)c1ccco1 (stereo not drawn)
3	-1.1	-26	CCC(=O)N1CCN(c2nc(C)nc3sc(C)c(C)c23)CC1
7	-1.5	-17	O=C(Cc1ccc(NC2=NC3CS(=O)(=O)CC3S2)cc1)NCc1ccc(Cl)cc1 (stereo not drawn)
9	1.7	-12	C=CC[C@]12C=C(OC)C(=O)C(OC)=C1O[C@@H](c1ccc3c(c1)OCO3)[C@H]2C
1	0.9	-17	CC1CN(S(=O)(=O)c2cccc(C(F)(F)F)c2)C(C)N1C(=O)N1CCOCC1 (stereo not drawn)
17	.	-8	COC(=O)[C@H](C)N1C/C=C\COc2c(Cl)cc(Cl)cc2S1(=O)=O
14	5.5	1	NC1=NC(=O)C(Cc2cc(Cl)ccc2Cl)S1 (stereo not drawn)
16	0.3	-7	CCOC(=O)c1c(NC(C)=O)no[n+]1[O-]
32	1.0	5	NC(=O)C1CC(=O)N(c2ccc(OCc3c(Cl)cccc3Cl)cc2)C1 (stereo not drawn)
10	0.4	-15	O=C(NC(=S)Nc1ccc(CN2CCOCC2)cc1)c1ccc(-c2ccc(Br)cc2)o1
22	-1.1	-3	O=C(c1cccc(Oc2c(Cl)cccc2[N+](=O)[O-])c1)N1CCOCC1
7	0.6	-9	COC(=O)CNC(=O)CSc1nc(N)cc(=O)[nH]1
9	0.0	9	COc1cccc(NC(=S)Nc2cc(C(=O)O)ccc2N2CC3CC(C2)c2cccc(=O)n2C3)c1 (stereo not drawn)
2	-14	-4	O=C(N/N=C/c1ccco1)C(O)c1ccccc1 (stereo not drawn)
8	-0.8	-19	Cc1cc(C)nc(SCc2ccc(Cl)cc2)n1
14	-0.2	-1	Cc1ccsc1/C=c1\sc2ncnn2c1=O
-2	-1.2	1	O=C(COC(=O)/C=C/c1ccc(Cl)c(Cl)c1)NC1CC1
22	-0.6	-16	CC(=O)NCCC(=O)N1CCCC(CNC(=O)c2ccc(-c3ccccc3)cc2)C1 (stereo not drawn)
17	-2.0	-7	O=C(CSCc1c(Cl)cccc1Cl)Nc1ccccc1C(=O)N1CCOCC1
5	0.2	-27	COc1ccccc1NC(=O)N1CCn2c(nc3ccccc32)C1
7	2.2	-6	COc1ccc(-c2csc(-n3ncc(C(=O)O)c3C(F)(F)F)n2)cc1
5	-1.0	-7	Cc1ccc(S(=O)(=O)CC(=O)c2cc3cccc(C)c3oc2=O)cc1
24	0.5	-12	CCC1COCCS(=O)(=O)N1Cc1cccc(Cl)c1 (stereo not drawn)
-3	-2.0	-17	COc1ccc(N2CCN(C(=O)Cc3ccc(Cl)cc3)CC2)cc1
4	0.0	-53	Cc1ccc(NC(=O)c2cccc(C(=O)Nc3ccc(C)c(C)c3)n2)cc1C
6	-2.7	-20	COc1cc2c(cc1OC)CN(C(=O)C1CCC(=O)N(CCCN3CCOCC3)C1)CC2 (stereo not drawn)
11	-1.0	-20	Cc1ccc(NC(=S)NCc2ccc3c(c2)OCO3)cc1
50	0.8	-31	C=CCc1ccc(OCCOCCOc2cccc3cccnc23)c(OC)c1
10	0.1	-13	O=C(C1CCC(=O)N(C2CCCC2)C1)N1CCC(Oc2cccc(F)c2)CC1 (stereo not drawn)

Taken from above:
C=CCc1ccc(OCCOCCOc2cccc3cccnc23)c(OC)c1 in OX1R antag-1 has 50
COc1ccccc1NC(=O)N1CCn2c(nc3ccccc32)C1 in OX1R antag-2 has -27
COc1ccc(-c2csc(-n3ncc(C(=O)O)c3C(F)(F)F)n2)cc1 in OX1R antag-2 has -6

(list continues)
OX1R antag-1	STK33 inh	OX1R antag-2	smiles
-1	-0.4	-9	OCC(CO)(CO)N=Cc1cc(Br)ccc1O
16	3.3	6	CCn1c(SCC(=O)n2nc(C)cc2C)nnc1-c1ccc2c(c1)OCO2
20	-0.2	-13	COc1ccc(-n2nc3cc(C)c(NC(=S)NC(=O)c4ccccc4C)cc3n2)cc1
18	0.8	-18	CCN(CC)C(=O)CCCc1c[nH]c2ccccc12
6	0.9	-13	Cc1ccc(N2CC(C(=O)NCc3cccs3)CC2=O)cc1 (stereo not drawn)
18	-0.4	-11	Cn1c(=O)c2c(nc(OCc3ccc4c(c3)OCO4)n2Cc2ccccc2Cl)n(C)c1=O
15	3.2	-55	CCOC(=O)c1cnc2ccc(C)cc2c1N(C)Cc1ccccc1
15	0.1	-17	COc1ccc(C(=O)Nc2ccc(NC(=O)c3ccccc3F)cn2)cc1
16	-0.7	4	Cc1nn(CC(=O)N2CCN(c3ccccc3)CC2)c(C)c1[N+](=O)[O-]
51	-0.8	-10	Oc1oc(-c2ccccc2)nc1/C=N/c1ccccn1
11	0.4	-16	COc1ncccc1C(=O)N1CCCC(C(=O)c2cccc(OC(C)C)c2)C1 (stereo not drawn)
82*	8.8	-10	COCCCn1c(=N)c(C(N)=S)cc2c(=O)n3cccc(C)c3nc21
18	7.4	0	Cc1ccc(S(=O)(=O)N2CCN(c3ccc(S(=O)(=O)N4CCOCC4)cn3)CC2)cc1
